Source: PubChem BioAssay (several laboratories)
A549 proliferation: A549 NSCLC cell proliferation inhibitors – ATP luminescence, human non-small cell lung line, primary screen (AID 371); growth inhibition, % at 10 µM; A549 growth inhibition, ATP luminescence; active compounds read high; actives 8.4% (n = 3,300);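 active means mean growth inhibition over the two runs of 50% or more; inactive means mean growth inhibition under 50%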;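 further: compound exposure lasted 72 h before the ATP read; 0% = untreated cell signal and 100% = no luminescence left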
HT29 cell growth-1: HT29 colon tumor cell growth inhibition, primary screen, imaging, high content imaging, 48 h, CellTiter-Glo (AID 771). HT29 cell growth, HCS imaging cell count, 48 h; active compounds read high. growth inhibition, % at 10 µM. actives 2% (n = 3,300);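 active means growth inhibition above 90%, meaning viable cell count by imaging cut by more than 90% versus vehicle controls; inactive means growth inhibition below 90%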;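 further: percent fewer viable cells counted by imaging than vehicle controls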
AID772: HT29 colon tumor cell growth inhibition, primary screen, imaging, high content imaging, 72 h, CellTiter-Glo (AID 772); HT29 cell growth, HCS imaging cell count, 72 h; active compounds read high; actives 0.6% (n = 3,300); growth inhibition, % at 10 µM;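 active means growth inhibition above 90%, meaning viable cell count cut by more than 90% versus vehicle controls; inactive means growth inhibition below 90%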
HT29 cell growth-2: HT29 colon tumor cell growth inhibition, primary screen, imaging, high content imaging, 24 h, CellTiter-Glo (AID 770); HT29 cell number by imaging, 24 h; active compounds read high; growth inhibition, % at 10 µM; 3,300 tested, under 10 active;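 active means growth inhibition above 90% in viable cell count at a single dose; inactive means growth inhibition below 90%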
AID364: Jurkat cell viability reduction – Jurkat E6.1, NIH starter set, primary screen (AID 364); Jurkat E6.1 viability, ATP luminescence, 48 h; higher % means a stronger effect; actives 2% (n = 3,300); inhibition, % at 4 µM; hits with a dose series show CC50 in µM;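 active means concentration giving half-maximal inhibition at or below 20 micromolar; inactive means half-maximal concentration above 20 micromolar, or not dose tested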;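 further: 100% = cells treated with 4 µM doxorubicin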
HT29 cell growth-2 condensed nuclei: second read-out of HT29 cell growth-2, no call of its own (marks repeat the call); condensed nuclei, %; measured here: percent cells with condensed nuclei;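 share of cells whose nuclear area falls below control median minus 1.5 SD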
HT29 cell growth-2 ATP viability: second read-out of HT29 cell growth-2, no call of its own (marks repeat the call); growth inhibition, %; measured here: ATP CellTiter-Glo viability
HT29 cell growth-1 condensed nuclei: recorded beside HT29 cell growth-1, whose call it bears; condensed nuclei, %; measured here: percent cells with condensed nuclei;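 condensed means Hoechst nuclear area under control median minus 1.5 SD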
HT29 cell growth-1 ATP viability: recorded beside HT29 cell growth-1, whose call it bears; growth inhibition, %; measured here: ATP CellTiter-Glo viability inhibition
AID772 condensed nuclei: second read-out of AID772, no call of its own (marks repeat the call); condensed nuclei, %; measured here: percent cells with condensed nuclei;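 condensed means nuclear area below control median minus 1.5 SD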
AID772 second: second read-out of AID772, no call of its own (marks repeat the call); growth inhibition, %; measured here: ATP CellTiter-Glo viability
An asterisk follows results filed as active; . = not tested or not shown. Not all compounds are listed, so the mix of outcomes need not match the whole.

SMILES	A549 proliferation	HT29 cell growth-1	HT29 cell growth-1 condensed nuclei	HT29 cell growth-1 ATP viability	AID772	AID772 condensed nuclei	AID772 second	HT29 cell growth-2	HT29 cell growth-2 condensed nuclei	HT29 cell growth-2 ATP viability	AID364
COc1ccc(C2N3CC4(C)CN2CC(C)(C3)C4O)cc1OC (stereo unspecified)	0.1	21.3	2.2	13.4	13.8	17.5	9.4	10.2	2.5	3.2	9.3%
COC(=O)C(NC(=O)c1ccco1)(Nc1nc(C)cs1)C(F)(F)F (stereo unspecified)	8.4	-5.9	2.2	-13.3	33.8	21.3	9.2	-18.7	2.4	-3.0	-8.6%
Cc1cc(C)c(C#N)c(SCC(=O)N2CCN(Cc3ccccc3)CC2)n1	18.2	2.7	1.1	-5.9	-14.2	1.7	-16.0	-39.7	3.0	-12.7	-0.4%
Nc1ccc2oc(-c3ccccc3Cl)nc2c1	31.9	6.0	3.1	-18.8	-92.2	2.9	-49.9	26.7	11.4	5.6	3.9%
N#C/C(C(=O)N1CCOCC1)=C1/SC(Cc2ccccc2)C(=O)N1c1ccccc1 (stereo unspecified)	0.0	-4.3	1.3	-9.1	13.1	2.5	7.5	5.1	3.4	3.9	-0.2%
CCCC(=O)Nn1cnc2c(c1=O)C1(CCCC1)Cc1ccccc1-2	5.8	19.2	1.9	5.9	-1.1	3.6	-43.1	-49.4	3.2	-15.7	-0.1%
Cc1noc(NS(=O)(=O)c2ccc(N)cc2)c1C	-12.1	-45.3	4.2	.	-43.8	2.7	-11.4	2.4	1.7	-6.0	3.9%
CC(=O)[C@@]1(O)CC[C@H]2[C@@H]3C[C@H](C)C4=CC(=O)CC[C@]4(C)[C@H]3CC[C@@]21C	23.6	25.1	13.6	.	37.4	1.3	8.5	11.1	2.4	6.1	14.8%
CCCCOC(=O)CCc1nc2ccccc2[nH]1	-4.6	12.3	1.8	10.1	-38.0	9.0	-27.3	12.9	2.5	-1.4	0.2%
N#Cc1c(N)nc(SCc2ccccn2)c(C#N)c1-c1cccs1	11.6	45.6	5.3	28.3	63.2	5.6	42.6	-33.3	2.2	10.3	7.7%
CCOC(=O)CNC(=O)CCCCCC(=O)NCC(=O)OCC	-12.7	12.0	5.3	-17.6	46.9	4.6	21.1	10.3	3.5	-1.2	0.5%
COc1cccc(OC)c1OCC(C)CNCC1CCCO1 (stereo unspecified)	3.8	43.1	2.1	-8.4	23.7	5.2	-7.3	-1.0	5.3	-20.7	-1.5%
Cn1c(NCc2ccccc2)nc2c1c(=O)n(Cc1ccccc1)c(=O)n2C	39.1	60.2	6.7	47.5	71.3	8.1	70.3	67.7	6.3	-5.3	8.9%
CCOC(=O)CSc1nnc2n(C3CCCCC3)c(=O)c3c4c(sc3n12)CCCC4	28.8	41.1	3.5	29.3	-87.8	2.8	-22.5	1.1	1.8	6.2	13.5%
C=CCNc1nc(NCc2ccccc2)c(C#N)c2c1CN(C)CC2	70.9*	95.6*	12.5*	82.7*	82.3	34.2	95.8	53.6	8.8	33.8	12.5%
CCOC(=O)C(O)(C1C(=O)CC(C)(C)CC1=O)C(F)(F)F (stereo unspecified)	2.7	-19.5	1.9	-6.0	45.2	4.3	-37.6	-46.6	3.3	-10.1	-5.3%
COc1ccc(C2C(C(C)=O)=C(O)C(=O)N2c2nccs2)cc1OC (stereo unspecified)	-6.8	33.6	2.5	-1.3	17.2	5.6	-4.3	6.3	3.3	-3.0	3.2%
Oc1ccc2c(c1)C1CCCC1(N1CCOCC1)O2 (stereo unspecified)	6.0	28.9	1.7	11.6	60.5	1.5	34.9	-20.4	2.0	-11.3	2.8%
C=CCOc1ccc(C2/C(=C(\O)c3ccc(F)cc3)C(=O)C(=O)N2CCCN(C)C)cc1 (stereo unspecified)	-2.2	24.2	3.3	1.7	7.1	2.0	-29.5	12.6	0.8	-2.8	1.9%
CC(NC(=O)Nc1nccs1)(C(F)(F)F)C(F)(F)F	7.4	2.0	3.2	-29.0	-2.5	8.3	-47.1	12.5	3.3	-20.0	-6.2%
Cc1ccc(OCC(=O)N(C)CCc2ccccn2)cc1	-1.8	2.9	1.5	6.7	8.8	6.1	-4.3	-1.3	4.7	-7.6	-0.6%
COCCCNC(=O)c1c(N)n(/N=C/c2cccs2)c2nc3ccccc3nc12	17.0	37.7	4.7	30.2	71.8	27.6	55.1	17.0	5.2	10.6	-0.7%
Cc1cc2nncn2c(Cc2ccccc2)n1	6.3	-8.0	1.0	-3.4	2.5	3.2	18.9	-18.3	3.8	4.3	-2.6%
CCOC(=O)CSC1=C(C#N)C(=O)NC(c2ccc(OC)c(OC)c2)S1 (stereo unspecified)	13.3	22.6	2.4	-7.0	-40.2	4.1	-32.3	23.3	4.3	0.0	7.0%
CCc1nc(NC2CCCCC2)c(C#N)c2c1COC(C)(C)C2	46.1	7.1	3.2	15.0	34.2	21.9	32.6	9.2	2.9	2.7	10.3%
COc1ccccc1-c1nnc2n1N=C(c1ccc(O)c(O)c1)CS2	74.4*	71.2	23.1	66.3	6.9	16.6	86.9	61.2	7.7	20.4	0.0582µM*
CCCSc1nnc2n(-c3ccccc3OC)c(=O)c3c4c(sc3n12)CCC4	15.6	64.6	1.6	20.9	3.0	4.2	13.5	18.6	3.6	-3.8	1.8%
COc1cccc(NC(=O)C2CC(=O)n3cnnc3S2)c1 (stereo unspecified)	-2.1	-32.0	4.1	-19.6	-103.9	3.4	-94.0	5.6	6.8	0.3	1.3%
O=C1OC(N2CCN(C/C=C/c3ccccc3)CC2)c2ccccc21 (stereo unspecified)	7.9	25.3	1.6	-2.8	-75.9	3.2	-72.7	23.8	4.2	-4.4	-2.5%
N#Cc1ccc(-c2ccc(OCC(O)Cn3nnc4ccccc43)cc2)cc1 (stereo unspecified)	57.7*	10.4	1.9	-1.9	50.3	2.9	0.6	-20.4	6.8	-17.8	-0.6%
Fc1ccc(-c2cnc[nH]2)cc1	10.8	7.2	1.7	-20.5	30.9	13.7	-19.3	15.0	3.3	-5.3	13.9%
Cc1cc(=O)oc2c(CN3CCN(C)CC3)c(O)c(Cl)cc12	-5.5	12.6	3.0	-15.8	1.1	1.4	-17.1	-15.2	2.5	-6.5	11.6%
CCN(CC)C(=O)C1CCN(c2ncnc3c2cnn3-c2ccc(C)cc2C)CC1	11.1	49.1	3.3	25.1	63.8	6.9	64.7	22.0	6.0	13.5	-1.6%
Cc1nc(SCC(=O)Nc2ccc3c(c2)OCO3)c(C#N)c2c1CCCC2	18.5	24.0	1.1	5.5	-38.1	2.5	-32.7	28.5	3.2	30.4	14.2%
Cc1cccc(N(CC(O)CN(C)C)S(=O)(=O)c2ccccc2)c1 (stereo unspecified)	3.8	61.1	1.1	-2.6	32.2	2.9	-2.7	-22.0	3.2	-1.2	-13.5%
CCC(=NC(CC)CO)C1=C(O)CC(C)(C)CC1=O (stereo unspecified)	-3.4	-27.0	1.3	-1.5	10.1	2.5	-33.0	-19.7	1.9	-9.0	-7.6%
Cn1cccc1/C=N/n1cnnc1	3.5	13.3	11.0	0.8	-8.1	1.7	-23.9	-5.9	2.7	1.5	-1.9%
C=CCn1c(SCC(=O)c2ccc(NS(=O)(=O)c3ccccc3)cc2)nnc1-c1cccs1	30.5	55.9	1.2	-3.6	8.2	4.4	1.5	-24.8	3.4	-7.3	2.3%
CN(C)c1ccc(O)c2c1CC1CC3[C@@H](N(C)C)C(=O)C(C(N)=O)=C(O)[C@]3(O)C(=O)C1=C2O (stereo partly specified)	59.9*	57.3	0.7	.	38.8	18.4	38.2	-14.3	4.3	1.5	4.8%
COc1ccc(C(=O)c2sc(NC(C)C)nc2N)cc1OC	48.4	70.6	5.5	0.8	25.4	4.9	5.3	25.6	5.8	-8.7	-1.0%

Copied from the list:
HT29 cell growth-2, Cn1cccc1/C=N/n1cnnc1 : -5.9
AID772, CCCSc1nnc2n(-c3ccccc3OC)c(=O)c3c4c(sc3n12)CCC4 : 3.0

Exported field by field: entries from further up
Structure: Cc1nc(SCC(=O)Nc2ccc3c(c2)OCO3)c(C#N)c2c1CCCC2
- A549 proliferation: 18.5
- HT29 cell growth-1: 24.0
- HT29 cell growth-1 condensed nuclei: 1.1
- HT29 cell growth-1 ATP viability: 5.5
- AID772: -38.1
- AID772 condensed nuclei: 2.5
- AID772 second: -32.7
- HT29 cell growth-2: 28.5
- HT29 cell growth-2 condensed nuclei: 3.2
- HT29 cell growth-2 ATP viability: 30.4
- AID364: 14.2%

Structure: Cc1cccc(N(CC(O)CN(C)C)S(=O)(=O)c2ccccc2)c1 (stereo unspecified)
- A549 proliferation: 3.8
- HT29 cell growth-1: 61.1
- HT29 cell growth-1 condensed nuclei: 1.1
- HT29 cell growth-1 ATP viability: -2.6
- AID772: 32.2
- AID772 condensed nuclei: 2.9
- AID772 second: -2.7
- HT29 cell growth-2: -22.0
- HT29 cell growth-2 condensed nuclei: 3.2
- HT29 cell growth-2 ATP viability: -1.2
- AID364: -13.5%

The listing continues.
SMILES	A549 proliferation	HT29 cell growth-1	HT29 cell growth-1 condensed nuclei	HT29 cell growth-1 ATP viability	AID772	AID772 condensed nuclei	AID772 second	HT29 cell growth-2	HT29 cell growth-2 condensed nuclei	HT29 cell growth-2 ATP viability	AID364
COc1ccccc1N1CCN(CCCCOc2ccc(F)cc2)CC1	21.1	50.6	1.4	19.8	25.7	10.0	21.3	-8.6	2.3	3.8	13.1%
CCCCCn1c2nc3ccccc3nc2c2c(=O)n(CC(C)C)cnc21	-1.5	37.0	2.0	-6.4	12.6	10.5	18.2	16.0	4.3	-6.8	-6.5%
c1cncc(-c2nnc3sc(-c4ccco4)nn23)c1	3.6	28.0	21.4	26.6	22.0	3.6	7.5	-30.8	3.9	0.3	7.6%
N=c1ncn(CC(O)CN2CCOCC2)c2nc(N3CCOCC3)[nH]c12 (stereo unspecified)	-5.3	-2.2	9.9	-5.5	-37.4	4.7	-32.4	41.2	4.5	-5.6	13.7%
COc1ccccc1-c1c(C)oc2c(CN3CCN(C)CC3)c(O)ccc2c1=O	-0.9	-10.4	1.3	6.2	68.7	6.4	21.2	-28.0	2.2	-6.2	-5.6%
COc1cccc(-c2nc(NC(C)(C)C)c3ccccc3n2)c1O	20.9	67.8	29.0	52.0	28.6	22.0	87.3	57.5	9.6	36.8	-14.7%
CCCc1cc(=O)oc2c(CN3CCCC3)c(O)c(Cl)cc12	-1.1	35.2	5.6	13.7	51.6	3.6	18.6	2.3	3.0	7.5	-5.2%
COc1ccc(C(=O)N2CCCC(c3ccccc3)C2)cc1 (stereo unspecified)	19.0	8.7	2.9	-11.1	-47.2	2.3	-29.9	40.1	3.7	17.7	6.4%
Cc1c(C2CC(=O)N(c3ccccc3)C2=O)[nH]n(-c2ccccc2)c1=O (stereo unspecified)	-8.1	-17.7	1.4	-16.0	-52.2	5.6	-19.8	10.8	6.8	1.5	0.9%
COc1cc([C@@H]2c3cc4c(cc3[C@H](O)[C@H]3COC(=O)[C@H]23)OCO4)cc(OC)c1OC	66.9*	-17.8	1.9	.	-49.1	8.4	-4.8	18.0	2.2	0.8	0.0349µM*
COc1ccc(-n2ncc3c(NCCCn4ccnc4)ncnc32)cc1	2.9	62.5	12.0	7.3	42.8	5.3	23.3	7.5	7.6	7.7	6.7%
COC(=O)/C(=C1/Oc2cc(C)oc(=O)c2S1)C(F)(F)F	76.1*	19.2	3.3	-4.4	35.5	22.0	22.2	-18.8	4.4	-5.6	2.85µM*
Oc1oc(-c2ccco2)nc1C=Nc1cccc(Cl)c1	18.0	-0.5	2.3	-2.6	-44.1	1.7	-18.1	10.6	2.8	4.8	-5.7%
